# Compound activity as filed in PubChem BioAssay.
# KCNQ2 inh: KCNQ2 potassium channel inhibitors, primary screen, cell-based, CHO-K1, FluxOR thallium flux, B-score (AID 2156) | 20 min; active compounds read low | B-score at 10 µM | actives 1.1% (n = 310,000);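 active = fluorescence ratio B-score at most minus 3 library SDs, with starting brightness B-score within 2 library SDs, cut at about -5.5 in these data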
# CHT block: human CHT choline transport inhibition | Q9GZV3 | CHT-expressing cells, membrane potential dye, choline response; active compounds read low | B-score at 10 µM | actives 0.86% (n = 310,000) | AID 488975;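 active = B-score over 3 SD under the library average, and starting fluorescence ratio not unusually high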;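 also: choline stimulus applied at its EC90 after an EC20 pre-addition; B-score computed on integrated fluorescence ratio after choline addition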
# Target sequence (Q9GZV3 whole entry, looked up): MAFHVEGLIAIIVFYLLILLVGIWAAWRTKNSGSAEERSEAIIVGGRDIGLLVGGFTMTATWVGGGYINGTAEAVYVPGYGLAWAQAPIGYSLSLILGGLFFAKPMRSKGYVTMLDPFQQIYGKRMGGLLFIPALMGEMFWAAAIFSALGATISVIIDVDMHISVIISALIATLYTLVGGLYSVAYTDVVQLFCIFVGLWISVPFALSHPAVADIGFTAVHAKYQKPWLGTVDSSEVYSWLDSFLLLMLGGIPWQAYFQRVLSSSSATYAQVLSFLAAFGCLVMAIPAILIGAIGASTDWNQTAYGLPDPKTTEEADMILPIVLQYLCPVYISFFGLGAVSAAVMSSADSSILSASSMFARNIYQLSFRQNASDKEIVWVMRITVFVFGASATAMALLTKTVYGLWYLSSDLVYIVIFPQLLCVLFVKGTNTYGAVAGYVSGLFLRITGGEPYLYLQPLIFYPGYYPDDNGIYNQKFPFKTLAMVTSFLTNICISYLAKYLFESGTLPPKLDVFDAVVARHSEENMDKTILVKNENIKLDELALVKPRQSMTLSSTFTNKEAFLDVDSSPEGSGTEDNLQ
# Active calls of the source: *; i = inactive; . = no result given.
KCNQ2 inh	CHT block	Molecule
i	i	CCOc1ccc(CCNC(=O)COC(=O)c2cccc(N(C)C)c2)cc1OCC
i	i	O=C(NNC(=O)c1ccco1)Nc1ccccc1
i	i	CCOC(=O)c1cc(CC)sc1NC(=O)CC1SC(N)=NC1=O (configuration not stated)
i	i	CCC1=NN2C(=N)/C(=C/c3ccc(OS(=O)(=O)c4ccc(C)cc4)c(OC)c3)C(=O)N=C2S1
i	i	COCCCNC(=S)N/N=C/c1ccc(N(C)C)cc1
i	i	O=C1NC(=O)C(c2ccccc2)(c2ccccc2)N1
i	i	O=C(COC(=O)CNC(=O)c1ccccc1)Nc1cccc(Br)c1
i	i	O=c1cc(-c2ccccc2)[nH]n2cnnc12
i	i	COCCSc1nnc(NC(=O)CSc2ccccc2)s1
i	i	CCOC(=O)c1cc2c(=O)n3ccccc3nc2n(CCOC)c1=NC(=O)c1c(-c2c(F)cccc2Cl)noc1C
i	i	O=C(COc1ccccc1F)N1CCN(S(=O)(=O)/C=C/c2ccccc2)CC1
i	i	CCCOCCc1nnc(N)s1
i	i	O=C(CCN1C(=O)C2C3C=CC(C3)C2C1=O)Nc1ccccn1 (configuration not stated)
i	i	CCC(=O)Nc1nnc(-c2ccc(Cl)s2)o1
i	i	CN(C)S(=O)(=O)c1ccc(N2CCCC2)c(C(=O)NC2(C)CCS(=O)(=O)C2)c1 (configuration not stated)
i	i	O=C(Nc1ccccc1OC(F)F)c1ccc(Br)o1
i	i	COc1ccccc1NC(=O)N[C@@H](Cc1c[nH]c2ccccc12)C(=O)NN
i	i	CC(=O)Nc1ccc(S(=O)(=O)Oc2ccc(Br)cc2C(=S)N2CCOCC2)cc1
i	i	COc1ccc(N2CCN(C(=O)COC(=O)CCS(=O)(=O)c3ccc(C)cc3)CC2)cc1
i	i	O=C(/C=C1\SC(=O)N(CC(=O)Nc2ccc(F)cc2)C1=O)Nc1ccc(Cl)cc1
i	i	O=C(CCCOc1ccc(Cl)cc1Cl)N1CCc2ccccc2C1
i	i	Cc1cccn2cc(CCNS(=O)(=O)c3cccc([N+](=O)[O-])c3)nc12
i	i	COc1ccccc1CNc1ccc(CNc2ncn[nH]2)cc1
-7.5*	i	CC(=O)N1N=C(c2ccncc2)OC1(Cc1ccccc1)Cc1ccccc1
i	i	C/C=C/c1ccc(OCC(=O)Nc2cc(Cl)ccc2-n2cncn2)c(OC)c1
i	i	O=C1CCC(C(=O)OCc2nnc(-c3ccccc3)o2)=NN1
i	i	O=C(OCC(=O)N1CCCCC1)c1cc(NS(=O)(=O)c2ccc(Cl)c([N+](=O)[O-])c2)ccc1O
i	i	CCOC(=O)N1CCN(S(=O)(=O)c2ccc3[nH]c(=O)oc3c2)CC1
i	i	CCC(NC(=O)C1CCCC1)c1ccccc1 (configuration not stated)
i	i	COc1ccc(-c2ccc(SCC(=O)NC3CCCCC3)nn2)cc1
i	i	CCC(=O)Nc1ccc2c(c1)nc1n2CCSC1
i	i	Cc1ccc(C(=O)NC(=S)Nc2ccc(Oc3ccc(Cl)cc3)cc2)cc1
i	i	O=S(=O)(NC1CCN(Cc2ccccc2)CC1)c1cccc2cccnc12
i	i	CCCn1c(SCC(=O)NC2CCCCC2)nnc1-c1ccco1
i	i	Nc1ccn([C@H]2CC[C@@H](CO)O2)c(=O)n1
i	i	COC(=O)CC(NC(=O)c1ccc(C)cc1)c1ccccc1 (configuration not stated)
i	i	Cc1cccc(C)c1NC(=O)CNC(=O)c1cccnc1
i	i	O=C1NCCCCC1NS(=O)(=O)c1ccccc1 (configuration not stated)
i	i	COc1ccc(S(=O)(=O)N2CCc3cc(OC)c(OC)cc3C2)cc1
i	i	Fc1ccc(-c2oncc2-c2nnnn2-c2ccccc2)cc1F
i	i	CC1(C)C(=O)Nc2ccccc2N1C(=O)COC(=O)C1CCCCC1
i	i	CCOC(=O)N1CCC(Nc2c(NCCCN3CCN(C4CCCCC4)CC3)c(=O)c2=O)CC1
i	i	Cc1[nH]oc(=O)c1N=Nc1c(Cl)cccc1Cl
i	i	COc1ccc(NC(=O)c2ccc(Cn3cc(Cl)cn3)cc2)cc1
i	i	COc1cc(C(=O)OCc2nc3ccsc3c(=O)[nH]2)c([N+](=O)[O-])cc1OC
i	i	C/C(=N\Nc1nncc2ccccc12)c1cccc(OC(F)F)c1
i	i	CC(=O)NC(CC(=O)N(C)Cc1cccc(Cl)c1Cl)c1ccccc1 (configuration not stated)
i	i	CCOC(=O)CSc1c(-c2ccccc2)c2cc(Cl)ccc2[nH]c1=O
i	i	CCCN(CC(=O)Nc1ccccc1C)C(=O)Cc1coc2cc(C)ccc12
i	i	CC1CC2=C(CC1/C=N/NC(N)=S)C(C)(C)CCC2 (configuration not stated)
i	i	Cc1ccc(S(=O)(=O)N2CCOCC2)cc1C(=O)NNC(=O)c1ccoc1C
i	i	COc1ccccc1NS(=O)(=O)c1cccc(NC(=O)c2[nH]c(C)c(C(C)=O)c2C)c1
i	i	CN(CC(=O)N1CCN(Cc2ccccc2)CC1)S(=O)(=O)c1ccc(Br)cc1
i	i	Cc1ccc(OCC(=O)OC2CCS(=O)(=O)C2)cc1 (configuration not stated)
i	i	Cc1cc([N+](=O)[O-])nn1CC(=O)N1CCN(Cc2ccccc2)CC1
i	i	Cc1occc1C(=O)Nc1c(F)cc(F)cc1Br
i	i	CC(C)=CCN1CCN(CCC2=C(C)CCCC2(C)C)CC1CCO (configuration not stated)
i	i	CCOc1ccc(S(=O)(=O)N2CCC(C(=O)NC3CCCCC3)CC2)cc1
i	i	CC(=O)NCC(=O)OCC(=O)c1ccc(C)c(C)c1
i	i	O=C(C1CCCN(S(=O)(=O)c2ccccc2[N+](=O)[O-])C1)N1CCCC1 (configuration not stated)

# The results go on.
KCNQ2 inh	CHT block	Molecule
i	i	O=C1CCCCCN1CSc1nc2ccccc2s1
i	i	C=CCc1ccccc1OCC(O)CN1CCOCC1 (configuration not stated)
i	i	O=C(Cn1cnc2c(nnn2Cc2ccccc2)c1=O)c1ccc(Cl)cc1
i	i	COc1ccccc1CC(=O)Nc1ccc2c(C)cc(=O)oc2c1
i	i	CCCCN1c2ccccc2N(CCCO)c2cc(C)nnc21
i	i	Cc1cccc(NC(=O)COc2coc(CN3CCN(c4ccccc4)CC3)cc2=O)c1C
i	i	C=CCNC(=S)NNC(=O)CCC(O)CCCCC (configuration not stated)
i	i	CC(=O)OCCCn1c(C)[n+](C)c2cc(Cl)c(Cl)cc21
i	i	O=C(NC1CCCCC1)C1CCN(S(=O)(=O)N2CCOCC2)CC1
i	i	O=C(O)c1cc(Cl)ccc1NC(=O)C1CCCO1 (configuration not stated)
i	.	O=C(CNC(=S)N(Cc1ccccc1)Cc1ccccc1F)NCc1ccc(Cl)cc1
i	i	CCn1cc(C(=O)NCc2ccc(Cl)cc2)c(=O)c2cc(S(=O)(=O)N3CCOCC3)ccc21

# Some of these compounds in order of heavy-atom count, lowest first:
KCNQ2 inh	CHT block	Molecule
i	i	O=c1cc(-c2ccccc2)[nH]n2cnnc12
i	i	COc1ccccc1NS(=O)(=O)c1cccc(NC(=O)c2[nH]c(C)c(C(C)=O)c2C)c1
i	i	CCn1cc(C(=O)NCc2ccc(Cl)cc2)c(=O)c2cc(S(=O)(=O)N3CCOCC3)ccc21

# New compounds follow
KCNQ2 inh	CHT block	Molecule
i	i	O=C(CSc1nc(C2CC2)nc2ccccc12)Nc1ccccc1Cl
i	i	Cc1cccc(-n2cc(CNCCc3nc(C)cc(C)n3)c(-c3cccc(F)c3)n2)c1
i	i	COc1cccc(/C=C/C(=O)OCC(=O)NCc2ccc(Cl)cc2)c1
i	i	Cc1cccc(N2CCN(CC(=O)NCc3ccc(Cl)cc3)CC2)c1C
i	i	OC(COc1ccccc1Br)CN1CCNCC1 (configuration not stated)
i	i	CSCCC(NC(=O)c1ccco1)C(=O)Nc1cc(C)ccn1 (configuration not stated)
i	i	COc1ccc(/C=C/C(=O)Nc2cc(C)nn2-c2nc3ccccc3n2Cc2cccc([N+](=O)[O-])c2)cc1
i	i	COc1ccc(C(=O)C2CCCN(C(=O)CCc3scnc3C)C2)c(C)c1 (configuration not stated)
i	i	CCOc1ccc(OCC)c(NC(=O)c2nnn(CC(=O)Nc3cc(C)cc(C)c3)c2N)c1
i	i	O=C(Nc1ccccc1)c1ccc[nH]1
i	i	Cc1ccc(S(=O)(=O)NCC(C)n2nc(C)cc2C)cc1 (configuration not stated)
i	i	O=C(COc1ccccc1)Nc1nnc(C23CC4CC(CC(C4)C2)C3)s1

# Fetched by structure from the list above (five):
KCNQ2 inh	CHT block	Molecule
i	i	COc1cccc(/C=C/C(=O)OCC(=O)NCc2ccc(Cl)cc2)c1
i	i	Cc1ccc(S(=O)(=O)NCC(C)n2nc(C)cc2C)cc1 (configuration not stated)
i	i	COc1ccc(C(=O)C2CCCN(C(=O)CCc3scnc3C)C2)c(C)c1 (configuration not stated)
i	i	CCOc1ccc(OCC)c(NC(=O)c2nnn(CC(=O)Nc3cc(C)cc(C)c3)c2N)c1
i	i	O=C(Nc1ccccc1)c1ccc[nH]1

# Next section
KCNQ2 inh	CHT block	Molecule
i	i	Cc1cc(Nc2c(C)n(C)n(-c3ccccc3)c2=O)n2c(nc3cc(F)c(F)cc32)c1C#N
i	i	Cc1cc(=O)oc2c(CN3CCCC3)c(O)c(Cl)cc12
i	i	CCCCc1nc(SCCN2CCOCC2)c2c(=O)n(C)c(=O)n(C)c2n1
i	i	c1ccc2[nH]c(SCc3cn4cccnc4n3)nc2c1
i	i	COC(=O)c1ccc(Sc2ccc(Cl)cc2)c(N)c1
i	i	CCOC(=O)N1CCN(S(=O)(=O)c2ccc(F)cc2)CC1
i	i	COc1ccc(/C=N/NC(=O)c2cc(-c3ccc4c(c3)OCO4)n[nH]2)cc1OC
i	i	Cc1cc(C)nc(N/N=C/c2cccc3ccccc23)n1
i	.	COCCC(=O)N1CCC(Oc2ccc(C(=O)N3C[C@@H](C)O[C@@H](C)C3)cc2)CC1
i	i	O=c1[nH]c2cc3c(cc2cc1C(c1nnnn1Cc1ccccc1)N1CCCc2ccccc21)OCO3 (configuration not stated)
i	i	CCn1cc(Cl)c(C(=O)Nc2ccc3c(c2)OCCO3)n1
.	i	COc1ccc(C(=O)c2c3ccccc3[n+]([O-])n2Cc2ccc(C(N)=O)cc2)cc1
i	i	O=C1CC(NCc2ccc(F)cc2)C(=O)N1c1ccccc1 (configuration not stated)
i	i	O=C(NNC(=O)c1cc(Br)c(Br)s1)c1csc(N2CCOCC2)n1
i	i	C[C@H](NC(=O)[C@@H]1Cc2ccccc2CN1)C(=O)NC1CCCC1
i	i	COc1nc(N)c(S(=O)(=O)c2ccccc2)cc1C#N
i	i	Cc1cc(C)nc(Nc2ncc(O)n2-c2ccc(C)c(C)c2)n1
i	i	O=C(O)c1ccc(F)c(S(=O)(=O)Nc2ccccc2)c1
i	i	O=C(CN1c2cccc3cccc(c23)S1(=O)=O)Nc1ccc(S(=O)(=O)N2CCOCC2)cc1
i	i	Cc1ccc(OCCCCN2CCC(C)CC2)cc1
i	i	Cc1ccccc1OCC(=O)Nc1ccccc1C(=O)N1CCCCC1
i	i	CCOC(=O)N1CCN(C(=O)Nc2ccc3nc(C)sc3c2)CC1
i	i	CC(CC(=O)Nc1cccnc1)c1ccccc1 (configuration not stated)
i	i	CCc1ccc(NS(=O)(=O)c2ccc(C)c(C(=O)N3CCOCC3)c2)cc1
i	i	C(=N\Nc1nc2ccccc2[nH]1)/c1cccc2cccnc12
i	i	C/C(=N\NC(=O)C12CCC(C)(C(=O)O1)C2(C)C)c1ccccc1O (configuration not stated)
i	i	COc1ccccc1CCNC(=O)c1ccc2nc[nH]c2c1
i	i	O=C(NCc1ccc2c(c1)OCO2)C(=S)N1CCOCC1
i	i	CCOC(=O)C1CCN(C(=O)CCNC(=O)Cn2ccc3ccccc3c2=O)CC1
i	i	COc1ccc(S(=O)(=O)NCCC(=O)NC(C)c2ccccc2)cc1 (configuration not stated)
i	i	Cc1ccc(NC(=S)N(CCN(C)C)Cc2cc3cc(C)cc(C)c3[nH]c2=O)cc1
i	i	Cc1ccc2nc(CSc3nnc(-c4ccncc4)n3C)cc(=O)n2c1
i	i	CCCCn1c(SCC(=O)N2CCOCC2)nnc1-c1cccs1
i	i	COCCSc1nnc(NC(=O)c2cc(OC)c(OC)cc2[N+](=O)[O-])s1
i	i	CN(C)/C=C(\c1cnc(Cl)s1)S(=O)(=O)c1ccccc1
i	i	Cc1cc(OCC(=O)c2ccc(F)cc2)ccc1N1C(=O)CCC1=O
i	i	CCOc1ccc2nc(NC(=O)CN3CCOCC3)sc2c1
i	i	O=C1CC(c2ccccc2)CN1C(=O)c1cccc([N+](=O)[O-])c1 (configuration not stated)
.	i	CC(=O)c1ccccc1OCCCN1CCCCC1
i	i	O=C(/C=C/c1ccccc1Cl)Nc1ccncc1
i	i	CCOC(=O)C1C(=O)OC(C)(C)C1C(CC)C(=O)c1ccccc1 (configuration not stated)
i	i	O=S(=O)(NCc1csc(-c2cccnc2)n1)c1ccc(Cl)s1
i	i	Cn1c(SCC(=O)Nc2ccc(NC(=O)c3ccccc3)cc2)nnc1-c1ccncc1
i	i	CC(=O)Nc1ccc(CN2CCN(C3CCCC3)C(CCO)C2)cc1 (configuration not stated)
i	i	COc1ccccc1CNC(=O)N1CCN(S(=O)(=O)c2ccccc2)CC1
i	i	CCc1cc(C(=O)OC)c(NC(=O)c2cc(Br)cs2)s1
i	i	COC(=O)c1ccc(CSc2nnnn2-c2ccccc2)o1
i	i	Cc1ccc(C(=O)NCCCNC(=O)Cc2ccc(Cl)cc2)cn1
i	i	CCc1ccc(Nc2n[n+](C)c(-c3ccncc3)s2)cc1
i	i	CN(C(=O)COC(=O)c1ccc(=O)n(Cc2ccccc2)n1)c1ccccc1

# Record cards, from the list above. Order of values: KCNQ2 inh, CHT block
# O=C(/C=C/c1ccccc1Cl)Nc1ccncc1 reads i, i
# CCOC(=O)C1C(=O)OC(C)(C)C1C(CC)C(=O)c1ccccc1 (configuration not stated) reads i, i
# CC(=O)Nc1ccc(CN2CCN(C3CCCC3)C(CCO)C2)cc1 (configuration not stated) reads i, i
